Apoferritin bind: candidate novel general anesthetic via apoferritin binding | apoferritin/1-aminoanthracene competitive binding, fluorescence | Potency, µM (doses to about 77.5 µM), for the others: top-dose activity change, negative = displacement, hits mostly inhibitors | 350,000 tested, 0.074% active; further: potency means the concentration at half of the fitted maximal effect; on the % scale 0 is the no-effect control and ±100 the full control effect; nearly all actives have a fitted effect of over 20% in size
Target sequence (P02791 2-175 limits assumed): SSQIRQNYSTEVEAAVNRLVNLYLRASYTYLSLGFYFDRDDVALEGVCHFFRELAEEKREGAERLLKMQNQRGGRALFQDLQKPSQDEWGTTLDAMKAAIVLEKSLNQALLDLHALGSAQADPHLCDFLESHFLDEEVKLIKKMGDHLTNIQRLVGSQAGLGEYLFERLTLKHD
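Horse-spleen apoferritin (10 uM) in 50% saturated 1-aminoanthracene in PBS was incubated 10 min at room temperature with compound. Fluorescence (ex 380, em 535 nm) was normalized to free and bound 1-AMA, with concentration-response fitted by a four-parameter Hill equation.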
APEX1 inh: blocks human APE1 abasic DNA cleavage | P27695 | AID 2517 | Potency, µM (titrated, usually from 65.8 µM), for inactives: top-dose activity change, negative = inhibition, most hits filed as inhibitors | recombinant APE1, TAMRA/BHQ-2 abasic DNA cleavage fluorescence | 350,000 tested, 0.35% active;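 further: potency means the concentration at half of the fitted maximal effect; plate controls were vehicle for no effect and reference inhibitor for full effect; nearly all actives have a fitted effect of over 55% in size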
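Endonuclease cleavage of a quenched abasic-site DNA duplex (50 nM) by APE1 (0.75 nM) was tracked by TAMRA dequenching. Compounds were preincubated with enzyme 15 min at room temperature; data normalized to buffer-only and DMSO wells plus NSC13755 control.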
PGK inhibitor: inhibitors of T. brucei phosphoglycerate kinase; PGK/GAPDH coupled, Kinase-Glo luminescence, 60 min; AID 602233; P07378; Potency, µM (titrated, usually from 57.5 µM), for the others: at the highest dose activity change, negative = inhibition, most hits filed as inhibitors; 380,000 tested, 0.043% active; further: potency means the concentration at half of the fitted maximal effect; on the % scale 0 is the no-effect control and ±100 the full control effect; nearly all actives have a fitted effect of over 60% in size
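Recombinant glycosomal PGK reaction used 1,3-bisphosphoglycerate generated in-well by GAPDH (100nM final) in 100mM TEA pH 7.6, 5mM MgCl2, 0.01% Tween-20. After 60 minutes at room temperature, ATP was read by Kinase-Glo Plus luminescence end-point.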
POLB inh: inhibitors of human DNA polymerase beta; P06746; Pol beta primer extension/strand displacement, fluorescence kinetic; Potency, µM (top dose mostly 114 µM), without a hit: at the top dose activity change, negative = inhibition, hits mostly inhibitors; 340,000 tested, 1.3% active; further: potency means the concentration at half of the fitted maximal effect; on the % scale 0 is the no-effect control and ±100 the full control effect
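Pol beta (10 nM) and compounds were preincubated 15 min at room temperature, then 50 nM substrate (final) started primer extension/strand displacement. Reads were taken at 0 and 10 min; concentration-response data were fitted to a four-parameter Hill equation.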
Pol kappa inh: DNA polymerase kappa (human) inhibition; Q9UBT6; purified Pol kappa, fluorescent DNA synthesis assay, 10 min; Potency, µM (highest dose often 107 µM), for inactives: at the top dose activity, negative = inhibition, usual class: inhibitors; 400,000 tested, 0.53% active; AID 588579; further: potency means the concentration at half of the fitted maximal effect; on the % scale 0 is the no-effect control and ±100 the full control effect
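Inhibition of 10 nM Pol kappa is measured by a fluorescent read-out at 0 and 10 min following addition of 50 nM substrate (final), with a 15-min room-temperature compound preincubation.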
BLM inh: Bloom syndrome helicase (human) inhibition; P54132; recombinant BLM DNA unwinding, fluorescence dequenching; Potency, µM (titrated, usually from 56.1 µM), inactives show top-dose activity change, negative = inhibition, most hits filed as inhibitors; 350,000 tested, 0.2% active; AID 2528;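 further: potency means the concentration at half of the fitted maximal effect; plate controls were vehicle for no effect and no enzyme for full effect; nearly all actives have a fitted effect of over 35% in size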
POLI inh: blocks human DNA polymerase iota activity | Pol iota fluorescent replication assay, 10 min | Potency, µM (top dose mostly 115 µM), without a hit: at the top dose activity, negative = inhibition, actives largely listed as inhibitors | 390,000 tested, 1% active | AID 588590; further: potency means the concentration at half of the fitted maximal effect
Target sequence (Q9UNA4 whole entry, looked up): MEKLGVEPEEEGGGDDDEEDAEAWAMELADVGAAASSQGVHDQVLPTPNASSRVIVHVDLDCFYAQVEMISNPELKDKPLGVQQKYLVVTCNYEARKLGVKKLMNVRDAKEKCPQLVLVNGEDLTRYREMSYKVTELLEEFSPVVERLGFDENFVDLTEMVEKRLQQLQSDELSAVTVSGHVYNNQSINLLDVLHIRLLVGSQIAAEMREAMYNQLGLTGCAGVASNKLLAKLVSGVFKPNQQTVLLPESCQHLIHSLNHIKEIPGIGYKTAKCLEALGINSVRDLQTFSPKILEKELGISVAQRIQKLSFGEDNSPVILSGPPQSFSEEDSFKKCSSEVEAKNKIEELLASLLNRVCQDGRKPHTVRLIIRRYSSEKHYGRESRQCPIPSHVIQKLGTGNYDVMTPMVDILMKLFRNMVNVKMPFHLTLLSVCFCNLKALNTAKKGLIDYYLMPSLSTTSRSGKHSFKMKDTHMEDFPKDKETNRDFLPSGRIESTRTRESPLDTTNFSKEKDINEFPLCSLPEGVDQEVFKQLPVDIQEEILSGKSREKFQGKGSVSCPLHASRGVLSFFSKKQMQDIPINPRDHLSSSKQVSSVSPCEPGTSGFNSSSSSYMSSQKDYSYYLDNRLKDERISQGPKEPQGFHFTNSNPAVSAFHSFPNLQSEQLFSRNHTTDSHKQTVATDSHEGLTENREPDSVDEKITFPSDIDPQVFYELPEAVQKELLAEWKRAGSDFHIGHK
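Fluorescent replication assay read twice, at 0 min and 10 min after adding 50 nM (final) substrate. Enzyme (10 nM) and compounds were first incubated 15 min at room temperature; enzyme-free buffer wells were negative controls.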
Pol eta inh: inhibitors of human DNA polymerase eta | Q9Y253 | recombinant Pol eta, fluorescent DNA replication assay | Potency, µM (highest dose often 114 µM), inactives show at the highest dose activity change, negative = inhibition, actives largely listed as inhibitors | 390,000 tested, 1.2% active | AID 588591; further: potency means the concentration at half of the fitted maximal effect; on the % scale 0 is the no-effect control and ±100 the full control effect
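Fluorescent replication assay: 50 nM final substrate added after a 15 min room-temperature compound preincubation with 10 nM enzyme. Signal taken at 0 min and again at 10 min.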
RXFP1 antagonist: RXFP1 (human) relaxin receptor antagonism; Q9HBX9; activity change, negative = inhibition, % at 57.5 µM; 350,000 tested, 0.59% active; AID 1259400; HEK293-RXFP1, relaxin-stimulated cAMP HTRF, 30 min; stronger effect = lower value;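 active means activity change of -60% or lower, but not beyond a set lower limit; inconclusive means change between -60% and -40%, or beyond the set limit; inactive means change above -40%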; further: on the % scale 0 is the no-effect control and ±100 the full control effect
An asterisk follows results filed as active; i = inactive; ? = inconclusive; / = no result given; & = joins results of further samples; [ ] = remark or other dose. Unless noted, the call rests on the fitted dose curve; in most records, active means well fitted curve in the direction sought with a large enough effect; inconclusive means small, poorly fitted or top-dose-only effect, or another doubt; inactive means no such curve, though single readings can be large; an effect the other way counts as inactive or inconclusive.

Each structure is followed by: Apoferritin bind	APEX1 inh	PGK inhibitor	POLB inh	Pol kappa inh	BLM inh	POLI inh	Pol eta inh	RXFP1 antagonist
> Cc1cc(C(=O)OCC(=O)NC(=O)c2cccn2C)c2ccccc2n1
→ 0.6%	7.6%	-10.5%	0.5%	-8.6%	-4.5%	-24.3%	-5.7%	2.6
> CC[C@]12c3[nH]c4cc(CCC(=O)N(C)C)ccc4c3CCN1C(=O)[C@@H](CC(=O)NCCCN(C)C)C[C@@H]2C(=O)N1CCN(C(=O)c2ccco2)CC1
→ /	11.0%	0.3%	/	-5.9%	/	-12.5%	-3.9%	/
> O=S(=O)(c1ccc(Cl)cc1)c1nc(-c2cccc(Br)c2)oc1NCc1ccccc1
→ 10.8%	/	-8.5%	-26.7%	10.7%	-4.9%	-7.7%	-13.6%	3.6
> CC(Oc1cccc(Cl)c1)C(=O)NCCCCc1ccccc1 (stereo not drawn)
→ -11.3%	-0.8%	i	23.7%	-1.3%	-4.3%	-1.5%	-17.7%	-8.9
> COc1ccc(N2CCN(C(c3nnnn3CCc3ccccc3)C(C)C)CC2)cc1 (stereo not drawn)
→ -21.4%	1.1%	5.0%	-7.1%	-2.0%	-1.6%	7.1%	-15.6%	-0.6
> CN(CCOC(=O)c1ccc2c(c1)OCCO2)C(C)(C)C
→ -7.6%	6.8%	i	-10.7%	-19.5%	-3.5%	-3.2%	2.6%	-5.1
> CC(NC(=O)c1nn(C)c2c1CSc1ccccc1-2)c1ccccc1 (stereo not drawn)
→ -1.5%	/	-6.0%	16.8%	-8.5%	-0.4%	13.8%	-2.1%	10.6
> CCCc1nnc(NC(=O)CCC(=O)N2CCCCCC2)s1
→ -18.6%	-1.0%	-4.4%	3.7%	3.2%	1.0%	-0.3%	3.1%	1.0
> CC(C)CN(c1ccccc1)S(=O)(=O)c1nnc(NC(=O)c2ccco2)s1
→ 10.8%&4.0%	-6.0%	-6.4%&-1.8%	-1.9%&1.2%	-12.3%&5.7%	-7.5%&-2.3%	?	-9.5%&-20.1%	4.4&-22.3
> Cc1cn(CC(=O)NCCCN2CCCC2=O)c(=O)[nH]c1=O
→ /	/	4.7%	/	-17.4%	/	10.7%	-6.6%	/

Each structure is followed by: Apoferritin bind	APEX1 inh	PGK inhibitor	POLB inh	Pol kappa inh	BLM inh	POLI inh	Pol eta inh	RXFP1 antagonist
> CN=C(Nc1cc(C)nn1-c1ccccc1)c1ccc(F)cc1
→ -8.4%	-4.7%	6.8%	5.6%	-10.5%[60.1 µM]	-0.3%	-12.2%	-1.7%	-6.5
> COc1ccc(CCNC(=O)C(=O)NCC2OCCN2S(=O)(=O)c2ccc(Br)cc2)cc1OC (stereo not drawn)
→ -3.9%	-0.3%	-5.0%	?	-23.7%	1.2%	20.8%	-9.3%	-1.0
> O=C(Cn1cc2c(n1)CCCCC2)NC1CCCCCC1
→ -0.1%	6.5%	5.7%	22.0%	-24.1%	2.3%	-7.8%	-9.5%	10.7
> FC(F)(F)c1ccc(N2CCOCC2)c(NC2=NCCCCC2)c1
→ -8.2%	2.5%	-3.6%	0.1%	-3.4%	2.4%	23.2%	-13.0%	-1.9
> NC(=O)C1(Nc2ccc(Br)cc2)CCCC1
→ /	/	-2.3%	/	-2.8%	/	24.4%	-0.2%	6.5
> Cc1ccc(OCC(=O)Nc2cccc3ccccc23)c([N+](=O)[O-])n1
→ /	2.1%	3.6%	/	-26.6%	/	76.1%[activator]	-5.4%	3.2
> COc1ccc(OC)c(C(C)NC(=S)Nc2ccc(S(=O)(=O)Nc3ncccn3)cc2)c1 (stereo not drawn)
→ -7.2%	20.1%	5.3%	35.8%	-1.4%	3.4%	21.5%	-10.4%	-4.6
> COc1ccc(OC)c(NC(=O)CSc2nc(=O)n(CCN3CCOCC3)c3c2CCCC3)c1
→ /	1.6%	-4.6%	/	-2.1%	/	-21.4%	-18.0%	-18.1
> CC1(C)CC(=O)C(CCCN2C(=O)c3ccccc3C2=O)C(=O)C1
→ -15.8%	13.7%	-1.9%	42.2%	-10.0%	0.9%	0.0%[58.9 µM]	-14.7%	2.7
> NS(=O)(=O)c1ccc(N=Cc2c(O)n(-c3nccs3)c(=O)c3ccccc23)cc1
→ 35.2%[activator]	-1.5%	i	1.1%	0.8%	-0.7%	54.6%[activator]	-14.9%	-4.9

Each structure is followed by: Apoferritin bind	APEX1 inh	PGK inhibitor	POLB inh	Pol kappa inh	BLM inh	POLI inh	Pol eta inh	RXFP1 antagonist
> CCCCCCNC(=O)c1c[nH]c2ccc(S(=O)(=O)N(C)c3ccc(C(C)C)cc3)cc2c1=O
→ 6.5%	/	i	?	-9.4%[60.1 µM]	-9.5%	6.1%	-9.0%	-7.6
> O=C(C1CCCN(Cc2ccccc2F)C1)N1CCc2ccccc2C1 (stereo not drawn)
→ 4.0%	5.8%	7.3%	4.3%	-10.2%	2.1%	62.2%[activator]	-1.3%	5.2
> C=CCNc1nc(C(=O)OC(C)C(=O)c2ccc(C)cc2)cs1 (stereo not drawn)
→ /	43.2%	2.7%	/	-4.5%	/	-11.3%	-4.7%	2.5
> C/C(N)=C(/C#N)C(=O)CSc1nc(-c2ccccc2)c(-c2ccccc2)o1
→ -8.5%	68.3%[activator][12.4 µM]	-8.4%	-12.3%	4.6%	-14.0%	32.2%[activator]	-14.2%	-0.4
> Cc1ccc(C)c(OCC(=O)Nc2cc(NC(=O)COc3cc(C)ccc3C)cc(C(=O)O)c2)c1
→ -9.3%	-34.4%	-19.3%	0.4%	-12.9%	-20.4%	?	50.1µM*	-0.7
> O=C1C2C3c4ccccc4C(c4ccccc43)C2C(=O)N1c1ccncc1 (stereo not drawn)
→ -3.7%	14.6%	-6.1%	18.7%	-4.9%	4.5%	31.4%[activator]	-20.0%	-1.2
> Cc1ccc(C(=O)OC2OC(=O)C(Cl)=C2N2CCOCC2)cc1 (stereo not drawn)
→ -21.8%	4.3%	-5.3%	-20.4%	-15.7%	0.0%	58.1%[activator]	4.4%	6.7
> COCC(=O)Nc1ccc(Br)cc1
→ -15.3%	-9.9%	-1.2%	15.5%	-0.9%	-2.2%	11.2%	-10.8%	-10.4
> CC(=O)Nc1ccc(S(=O)(=O)NCc2cccnc2)cc1
→ -7.9%	2.4%	5.9%	13.4%	-1.1%	4.2%	148.1%[activator]	-20.0%	6.2
> COc1ccc(NC(=O)CCS(=O)(=O)c2ccc3nc(C)sc3c2)cc1Cl
→ 3.2%	/	i	0.8%	-7.5%	3.1%	-3.6%	8.2%	-17.0

Each structure is followed by: Apoferritin bind	APEX1 inh	PGK inhibitor	POLB inh	Pol kappa inh	BLM inh	POLI inh	Pol eta inh	RXFP1 antagonist
> COc1ccc(NC(=O)CSc2nc(-c3ccc(OC)c(OC)c3)[nH]c2-c2ccc(C)cc2)cc1
→ -5.4%	/	-9.1%	4.0%	-0.4%	-4.9%	-13.2%	-8.4%	-21.9
> O=C(CSc1nc2ccccc2s1)N/N=C/c1ccccc1C(=O)O
→ -22.4%	2.3%	3.0%	?	-15.2%	-2.0%	?	-1.4%	-8.6
> CCCCCCCOC1(c2ccccc2)OC(=O)c2ccccc21 (stereo not drawn)
→ ?	-2.1%	i	-1.6%	-8.7%	-8.6%	-9.9%[58.9 µM]	-16.0%	6.1
> COc1ccc(-c2cc(C(=O)N3CCN(C(c4ccccc4)c4ccccc4)CC3)no2)cc1OC
→ -4.1%	-6.5%	-10.7%	6.7%	-16.1%	-7.4%	26.5%	-11.6%	-6.7
> Cn1cnnc1SCC(=O)N1CCc2ccccc21
→ ?	-7.8%	-4.1%	-1.0%	-0.2%	2.2%	-5.3%	?	2.5
> CC(=O)Nc1cccc(NC(=O)c2c(-c3c(Cl)cccc3Cl)noc2C)c1
→ -13.4%	-1.5%	1.5%	1.2%	-0.1%[60.1 µM]	1.8%	13.3%	-7.3%	-25.4
> O=C(O)CC(c1cccc2ccccc12)N1Cc2ccccc2C1=O (stereo not drawn)
→ -3.3%	-8.5%	i	-15.6%	5.3%	1.2%	36.4%[activator]	-16.2%	-38.9
> O=C(Nc1ccccc1N1CCCC1)c1cccc(Cl)c1Cl
→ -13.7%	11.9%	-1.8%	21.1%	3.3%	-4.6%	9.9%	-12.9%	-8.1
> O=C(COC(=O)C1CCN(S(=O)(=O)c2cccs2)CC1)NCc1ccccc1
→ -6.6%	-0.7%	-9.3%	-10.9%	-0.5%	-3.2%	-5.2%	-9.8%	4.7
> CC(=O)c1ccc(OC(C)C)c(CN2CCCCC2)c1
→ -3.9%	-1.1%	/	4.1%	-0.3%	1.5%	-11.4%	-10.0%	-11.3

Each structure is followed by: Apoferritin bind	APEX1 inh	PGK inhibitor	POLB inh	Pol kappa inh	BLM inh	POLI inh	Pol eta inh	RXFP1 antagonist
> Cc1ccc(C(=O)c2cc([N+](=O)[O-])ccc2N2CCCCC2)cc1
→ -21.0%	-0.4%	-3.1%	31.1%	-19.3%	-6.7%	-11.7%	-16.5%	7.5
> COc1ccc(NC(=O)c2ccc3c(c2)NC(=O)CO3)cc1OC
→ -4.4%	-3.5%	i	?	-0.8%	-1.1%	107.7%[activator]	-2.5%	-15.1
> CN1CCN(C(=O)C(Cc2ccccc2)NS(=O)(=O)c2ccc3c(c2)CCC(=O)N3)CC1 (stereo not drawn)
→ 0.3%	-4.8%	-2.3%	27.9%	-7.4%	-4.6%	-13.6%	-10.6%	/
> Cn1c(=O)c2c(nc(N3CCOCC3)n2Cc2ccccc2)n(C)c1=O
→ -0.8%	/	2.3%	10.6%	0.8%	-2.3%	-6.6%	-12.8%	/
> Cc1cc(C(=O)CSc2nc(N)cc(=O)[nH]2)c(C)n1CCc1ccc(Cl)cc1
→ -7.6%	-1.4%	-0.6%	-14.9%	2.9%	-4.1%	-7.6%	-9.9%	-5.4

High-throughput results: PubChem, National Center for Advancing Translational Sciences (NCATS)

These rows are one share of the data; the hit share may differ from the screen's.
